Coupling enz – counter-screen for Giardia aldolase inhibitors: coupling enzyme system | coupling enzyme system counterscreen, AmpLite Red fluorescence | activity change, negative = inhibition, % at 58.2 µM, hits read low | actives 0.67% (n = 290,000); in the data active = activity change below about -30%; also: % is scaled to controls: 0 for no effect and ±100 for the full control effect
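Counterscreen of the coupled detection system alone, without aldolase: glyceraldehyde-3-phosphate coupling enzymes plus AmpLite Red readout. Compounds at 57.5 uM final, 10 min RT preincubation, 20 min RT reaction, fluorescence 525/598 nm.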
B2AR arrestin – recruits beta-arrestin to the human beta2-adrenergic receptor; beta-arrestin recruitment to beta2AR, cell-based reporter; actives 0.02% (n = 330,000); Potency, µM (titrated, usually from 46.1 µM), inactives show at the top dose activation, usual class: activators; P07550;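 also: potency is read from the fitted curve at half-maximal effect; 0% = DMSO controls and full agonism = EC100 isoproterenol or metaproterenol; nearly all actives have a fitted effect of over 65% in size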
PKM2 activator – increases activity of human pyruvate kinase M2; P14618; purified PKM2, Kinase-Glo ATP luminescence, activation; response scale: 0% is enzyme alone, no compound; Potency, µM (series often up to 57.5 µM), inactives show at the top dose activation, actives largely listed as activators; actives 0.34% (n = 260,000); AID 1631; also: potency is read from the fitted curve at half-maximal effect; % is scaled to controls: 0 for no effect and ±100 for the full control effect; nearly all actives have a fitted effect of over 55% in size
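hPK-M2, >95% pure; 0.1 mM ADP / 0.5 mM PEP final; imidazole pH7.2 buffer w/ 7 mM MgCl2, 50 mM KCl; 1 h RT; Kinase-Glo lum. Intermediate enzyme activity for dual inhibitor/activator qHTS.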
Menin-MLL TR inh – inhibitors of human menin-MLL interaction, mutant MLL peptide. actives 0.23% (n = 270,000). Menin + Texas Red MLL mutant peptide, fluorescence polarization. O00255. AID 1768. Potency, µM (series often up to 61.6 µM), for the others: at the highest dose FP activity change, negative = inhibition, hits mostly inhibitors; active = well fitted inhibition curve with a large enough effect in the polarisation, with a control signal flat, not every such curve was filed as active; inconclusive = small, poorly fitted or top-dose-only effect, or effect the other way, or a change in a side signal; inactive = no such curve, though single readings can be large or run the other way; the % refers to the polarisation; also: potency is read from the fitted curve at half-maximal effect; % of control where 0% means no effect; many of its hits are not listed in these tables
hERG WT inh – blocks the wildtype human KCNH2 potassium channel | activity change, % at 1.84 µM | AID 720551 | actives 0.37% (n = 340,000) | U2OS, BacMam KCNH2, thallium flux FluxOr; stronger effect = lower value | Q12809;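 active = maximum activity change below -70%; inconclusive = maximum activity change between -70% and -50%; inactive = maximum activity change above -50%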; also: % is scaled to controls: 0 for no effect and ±100 for the full control effect
Target sequence (Q12809 whole entry, looked up): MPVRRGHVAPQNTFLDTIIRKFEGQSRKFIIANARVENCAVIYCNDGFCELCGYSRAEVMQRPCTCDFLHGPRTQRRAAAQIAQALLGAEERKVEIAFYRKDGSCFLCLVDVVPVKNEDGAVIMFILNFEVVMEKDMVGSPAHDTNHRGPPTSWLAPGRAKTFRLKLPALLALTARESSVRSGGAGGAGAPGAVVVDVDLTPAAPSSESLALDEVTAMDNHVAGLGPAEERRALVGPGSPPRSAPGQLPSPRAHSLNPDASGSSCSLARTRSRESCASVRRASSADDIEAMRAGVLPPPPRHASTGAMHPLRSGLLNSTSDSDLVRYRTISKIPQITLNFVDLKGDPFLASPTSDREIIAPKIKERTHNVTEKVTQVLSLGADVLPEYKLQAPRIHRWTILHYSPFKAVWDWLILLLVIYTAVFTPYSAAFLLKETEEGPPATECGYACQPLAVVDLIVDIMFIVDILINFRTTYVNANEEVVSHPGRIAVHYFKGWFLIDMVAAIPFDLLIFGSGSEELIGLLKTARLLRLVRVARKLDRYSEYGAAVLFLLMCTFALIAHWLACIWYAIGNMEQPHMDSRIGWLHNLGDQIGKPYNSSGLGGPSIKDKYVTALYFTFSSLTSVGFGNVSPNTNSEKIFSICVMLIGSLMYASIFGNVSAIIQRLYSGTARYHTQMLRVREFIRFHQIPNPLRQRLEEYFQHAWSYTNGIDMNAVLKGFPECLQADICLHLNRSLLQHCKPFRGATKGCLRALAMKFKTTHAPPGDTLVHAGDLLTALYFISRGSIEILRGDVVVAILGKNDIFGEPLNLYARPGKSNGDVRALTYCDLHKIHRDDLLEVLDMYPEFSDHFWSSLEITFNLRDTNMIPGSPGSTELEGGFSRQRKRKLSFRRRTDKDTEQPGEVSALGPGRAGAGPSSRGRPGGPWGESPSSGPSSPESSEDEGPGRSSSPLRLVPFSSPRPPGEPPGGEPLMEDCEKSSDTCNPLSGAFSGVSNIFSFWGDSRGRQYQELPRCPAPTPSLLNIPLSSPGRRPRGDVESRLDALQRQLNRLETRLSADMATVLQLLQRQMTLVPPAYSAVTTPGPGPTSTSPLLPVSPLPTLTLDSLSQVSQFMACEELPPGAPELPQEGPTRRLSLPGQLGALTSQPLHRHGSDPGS
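U2OS cells transduced with wild-type KCNH2 virus are loaded with FluxOr dye for 45 min, and thallium flux is measured in kinetic reads before and after stimulation buffer. Rate constants are normalized to DMSO controls.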
MLL CXXC-DNA inh – MLL CXXC-DNA interaction inhibition; MLL-CXXC / FITC-HOXA9 DNA fluorescence polarization; Potency, µM (series often up to 115 µM), inactives show at the highest dose activity change, negative = inhibition, usual class: inhibitors; actives 0.037% (n = 290,000); AID 2662; active = well fitted inhibition curve with a large enough effect in the polarisation, with a control signal flat, not every such curve was filed as active; inconclusive = small, poorly fitted or top-dose-only effect, or effect the other way, or a change in a side signal; inactive = no such curve, though single readings can be large or run the other way; the % refers to the polarisation; also: potency is read from the fitted curve at half-maximal effect
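Fluorescence polarization: 7 uM MLL-CXXC (stock) preincubated 5 min with compounds, then 50 nM fluorescein-HOX-A9 DNA (stock) added; 30 min ambient. Buffer 50 mM Tris-HCl pH 7.5, 50 mM NaCl, 1 mM DTT, 0.05% BSA.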
Giardia kill – kills Giardia lamblia; Giardia lamblia trophozoite viability; activity change, % at 7.66 µM, hits read low; actives 0.15% (n = 340,000); in the data active = activity change below about -80%; inconclusive = between about -30% and that limit;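 also: parasites exposed to compound for two days anaerobically before the ATP read; % is scaled to controls: 0 for no effect and ±100 for the full control effect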
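Luminescent ATP signal served as the viability read-out, measured 15-30 min after adding ATP detection reagent to trophozoites that had been incubated with compounds for 48 hrs at 37 deg C anaerobically at 100 cells/well.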
GALK inh – inhibitors of human galactokinase; P51570; Purified GALK, Kinase-Glo residual ATP luminescence; Potency, µM (highest dose often 57.5 µM), for the others: top-dose activity change, negative = inhibition, actives largely listed as inhibitors; actives 0.007% (n = 270,000); AID 1868; also: potency is read from the fitted curve at half-maximal effect; % is scaled to controls: 0 for no effect and ±100 for the full control effect
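Luminescence from leftover ATP (Ultra-Glo luciferase/luciferin) served as read-out after a 1 h room-temperature reaction of 5 nM GALK with 35 uM ATP and 100 uM galactose.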
TRPV1 agonist – agonists of human vanilloid receptor 1 (TRPV1) | Q8NER1 | TRPV1-expressing cells, Fluo-8 calcium influx, agonist mode | activation, % at 8.33 µM | actives 0.19% (n = 320,000) | AID 540275; in the data active = activation above about 80%; inconclusive = between about 30% and that limit; also: 0% is about no effect
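Fluo-8 calcium influx in TRPV1-expressing cells, kinetic read (ex 480/em 520 nm). Compound added and read 3 min for agonist activity, followed by capsaicin at EC20 final and 2 min further read for enhancement.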
KCNH2 3.1 block – blocks the human KCNH2 3.1 channel isoform. U2OS KCNH2 3.1, thallium flux FluxOr; stronger effect = lower value. activity change, % (tested at about 1.8 µM). actives 0.95% (n = 340,000);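 active = maximum activity change below -70%; inconclusive = maximum activity change from -70% to -50%; inactive = maximum activity change above -50%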;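 also: thallium influx rate constant from kinetic fluorescence after stimulation buffer; % is scaled to controls: 0 for no effect and ±100 for the full control effect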
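Normalized rate constant (relative to positive and negative DMSO controls) derived from a 2 min kinetic fluorescence read after stimulation; U2OS cells expressing the 3.1 isoform via virus at 1.77 x 10^8 /mL.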
USP2a block – inhibitors of human ubiquitin-specific protease USP2a | O75604 | USP2 core, Ub-CHOP2 coupled fluorogenic reporter, 485/531 | Potency, µM (highest dose often 38.3 µM), without a hit: at the highest dose activity change, negative = inhibition, most hits filed as inhibitors | actives 0.01% (n = 330,000);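 also: potency is read from the fitted curve at half-maximal effect; plate controls were DMSO wells for no effect and full inhibition by NEM control for full effect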
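Deubiquitinase activity read as fluorescence (485/531 nm) after Ub-CHOP2 cleavage activates the enterokinase reporter on its substrate; USP2 core 10nM, Ub-CHOP2 and substrate 25nM each, 30min compound preincubation then 60min RT; data normalized to NEM, curves fitted.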
Numbers without * were called inactive; ? = inconclusive; · = not tested or not shown; & = joins results of further samples; [ ] = another dose, or the depositor's remark. Unless noted, calls follow the shape of the dose curve; as a rule, active = well fitted curve in the direction sought with a large enough effect; inconclusive = small, poorly fitted or top-dose-only effect, or another doubt; inactive = no such curve, though single readings can be large; an effect the other way counts as inactive or inconclusive. These rows are one share of the data, so the mix of outcomes need not match the whole.

SMILES | Coupling enz | B2AR arrestin | PKM2 activator | Menin-MLL TR inh | hERG WT inh | MLL CXXC-DNA inh | Giardia kill | GALK inh | TRPV1 agonist | KCNH2 3.1 block | USP2a block
COCCNC(=O)C(=O)NNC(=O)CCc1ccccc1 | 1 | 0.3% | -3% | -7% | 3 | -2% | 24 | 6% | 0 | 18 | -1%
O=S(=O)(c1ccc(Cl)cc1)c1nc(-c2ccco2)oc1N1CCOCC1 | 0 | 4.8% | 1% | · | -2 | -3% | 2 | · | 11 | -16 | 0%
COc1cccc(N2CC(O)Cn3c2nc2c3c(=O)[nH]c(=O)n2C)c1 (stereo unspecified) | 1 | -3.2% | 0%[11.5 µM] | -3% | 0 | 19% | -2 | -3% | -3 | -2 | 2%
CCOC(=O)c1cc(C)n(-c2ccc(OC)c(OC)c2)c1C | 3 | -0.3% | -1% | -3% | 1 | -8% | 8 | 2% | 6 | 5 | -1%
CCNc1c(NS(=O)(=O)c2ccc([N+](=O)[O-])cc2)c(=O)oc2ccccc12 | -1 | -0.7% | 1% | ? | 1 | -1% | 5 | 5% | 7 | -12 | 3%
CCCS(=O)(=O)N1CCN=C1SCc1cccc(F)c1 | · | -0.2% | · | · | 11 | 1% | 9 | 5% | 0 | -16 | 4%
Cc1ccc(N2CN=C(c3ccccc3)NC2=S)cc1 | -1 | ? | -20% | -14% | 0 | 12% | -4 | -2% | -6 | 4 | 0%
COc1ccc(-c2nc(CS(=O)CC(=O)NCCCN3CC(C)CC(C)C3)c(C)o2)cc1OC (stereo unspecified) | 0 | 0.4% | 1% | 1% | 8 | 2% | 3 | 1% | 1 | 0 | -1%
O=C(NCCS(=O)(=O)NCc1ccccc1)c1ccccc1 | · | 0.2% | · | · | 5 | · | 3 | · | 1 | 1 | 4%
C=C(C)c1cccc(C(C)(C)NC(=O)NCc2ccc(OC)c(OC)c2)c1 | -1 | 3.1% | 1% | 17% | -9 | -11% | -5 | 5% | ? | -5 | 0%
CC1CC(C)CN(C(=O)c2ccc3c(c2)N(Cc2ccccc2)CCS3)C1 (stereo unspecified) | 1 | -0.2% | 1% | -17% | 0 | 11% | -26 | 2% | 24 | 1 | -1%
COc1ccc(OC)c(N/C(C)=C/C(=O)c2ccc(C)o2)c1 | -4 | -0.3% | 0% | -23% | 3 | 13% | 5 | 0% | 5 | 2 | 2%
COC1(OC)N=C(N)C2(C#N)C(c3ccccc3)NC(C)=CC12C#N (stereo unspecified) | 5 | -0.1% | 2% | -13% | 6 | 14% | -20 | -2% | 0 | 12 | 2%
COc1ccc(-c2nc3ccccc3c(=O)n2CCOc2cccc(C)c2C)cc1 | 1 | -0.1% | -13% | 1% | -1 | 14% | 2 | -2% | 8 | -15 | -1%
CCC1C(=O)NCCN1C(=O)CCc1nnc(CCc2ccc(OC)cc2)o1 (stereo unspecified) | · | -0.2% | -5% | · | -1 | 7% | -14 | -1% | 2 | -1 | 0%
Cc1ccc(N2C(S)=C(C#N)C(=O)NC2c2ccco2)cc1 (stereo unspecified) | 2 | -0.1% | -5% | ? | -3 | -2% | -26 | 10% | -2 | 15 | 2%
CC1CCC(NC(=O)CCS(=O)(=O)c2ccc3c(c2)NC(=O)CS3)CC1 (stereo unspecified) | · | -0.1% | · | · | 0 | 2% | ? | 0% | 5 | 9 | 1%
C=CCn1c(COc2ccccc2-c2ccccc2)nnc1SCC(=O)NC(=O)NCc1ccco1 | 1 | -0.2% | 8% | · | -6 | -1% | -8 | -2% | -2 | -21 | -4%
CC(C)CC(=O)Nc1ccc2ccccc2c1 | 1&-1 | 0.0%&0.1% | 0%&0% | 6% | 3 | -2%&3% | -8 | -1%&13% | ? | -2 | 1%&3%
Cc1ccc(C(=O)NCCc2nnc3ccc(SCC(=O)N4CCCCC4)nn23)cc1 | · | 0.0% | 5% | · | -3 | 6% | -3 | -1% | 14 | 8 | 0%
COc1ccc(C(=O)Nc2ccc(N3CCN(C(=O)c4ccccc4)CC3)cc2)cc1[N+](=O)[O-] | -2 | 3.6% | -9% | -7% | -5 | ? | 6 | 1% | 3 | -18 | 0%
COc1ccc(OCCCC(=O)N(C)CC(=O)Nc2ccccc2Cl)cc1 | · | 2.8% | 9% | · | -7 | 6% | 12 | -6% | 1 | -3 | 5%
CC1=CC(C)(C)NC(=S)N1NC(=O)c1ccccc1Cl | 2 | -0.3% | 2% | · | -6 | 4% | -10 | -2% | -1 | 11 | 1%
Cc1c(C(=O)NCCSCc2cccc(C(F)(F)F)c2)cnn1-c1ccc(Cl)cc1 | -3 | -0.2% | -2% | · | 13 | 0% | 28 | -4% | · | -23 | -1%
CN=C(Nc1cc(Cl)ccc1Cl)SC1CC(=O)N(c2ccc(C(=O)OC)cc2)C1=O (stereo unspecified) | 0 | 0.3% | 6% | ? | -5 | 16% | 6 | -1% | 0 | -4 | -7%
CC1CCN(c2nc3ccccc3n2CC(=O)c2ccccc2)CC1 | 2 | 0.3% | · | -13% | -21 | -3% | 4 | 10% | ? | -1 | -5%
Cc1cc(C)n(C(C)n2nc(C)cc2C)n1 | 2 | 0.0% | 3% | 10% | -3 | -2% | 7 | 0% | 0 | 15 | 1%
COc1ccc(NC(C)=O)cc1S(=O)(=O)N1CC=C(c2ccccc2)CC1 | · | -0.2% | · | · | 8 | · | -3 | · | · | -1 | 5%
CCOc1cc(/C=C2\SC(N3CCCCC3)=NC2=O)ccc1O | 3 | 5.1% | · | 6% | 0 | 72%[activator] | -3 | · | 14 | 20 | 5%
CC1(C)Cc2noc(N)c2C(C)(C)N1OC(=O)c1cccs1 | -1 | 0.0% | 0% | -12% | -3 | -1% | 1 | 0% | -1 | 17 | 1%
Cc1[nH]c2ccc(OC(=O)N3CCOCC3)cc2c1C(=O)OC(C)C | -1 | -0.1% | 6% | · | -4 | 12% | -5 | -3% | 0 | -10 | 4%
COC(=O)c1ccc(N)nc1 | 3 | -0.4% | -7% | -21% | 0 | -4% | 7 | 0% | 3 | 1 | 5%
CSc1ccc(CCNC(=O)c2cc(C)nn2-c2ccccc2)cc1 | -3 | -0.4% | -1% | · | -3 | -3% | -3 | · | 6 | 11 | -1%
COc1ccc(-c2nnc(N3CCC(C)CC3)c3ccccc23)cc1 | 0 | -0.4% | -4% | -3% | -3 | 1% | -6 | 2% | 6 | -2 | 1%
O=S1(=O)N=C(Nc2nncs2)c2ccccc21 | 8 | -1.8% | -18% | -5% | 6 | -12% | 1 | -2% | 0 | 20 | 0%
O=C(C1CCC(CNc2c(N3CCCCC3)c(=O)c2=O)CC1)N1CCCCC1 (stereo unspecified) | 0 | -0.2% | 0% | -5% | 11 | 25% | -21 | 1% | 2 | 12 | -1%
COCCN1CCN(C(=O)C2CCC(=O)N(Cc3cccc(C(F)(F)F)c3)C2)CC1 (stereo unspecified) | · | -0.2% | -6% | · | -27 | 0% | -23 | -5% | 0 | 5 | 3%
COc1nc(NCc2ccco2)nc(N2CCC(C)CC2)n1 | 1 | -0.3% | -1% | -10% | 4 | -2% | -11 | -1% | 0 | · | -6%
Cc1ccc(C(=O)N/C(=C\c2ccc(-c3cccc([N+](=O)[O-])c3)o2)C(=O)NC(C)(C)C)cc1 | -11 | -0.3% | -4% | 8% | ? | 0% | 8 | 0% | -1 | · | 3%
O=C(CC1(c2ccc(Cl)cc2)C2CC3CC(C2)CC1C3)NCCO (stereo unspecified) | -1 | -0.4% | 2% | -9% | 11 | -1% | 8 | 6% | -2 | 7 | 0%
Cn1c(CN2CCN(c3cccc(Cl)c3)CC2)nc2ccccc21 | -2 | 0.1% | 9% | -2% | 6 | -2% | -14 | 1% | 6 | -23 | 0%
Cc1cc(C(=O)c2cccs2)c(N)s1 | 0 | -0.1% | 7% | 4% | 2 | 6% | 3 | 4% | -2 | -1 | 0%
C/C(=N\NC(=O)OC(C)(C)C)c1ccc(-n2ccnc2)cc1 | 3 | 0.4% | -5% | -21% | 2 | 5% | 14 | 3% | -6 | -1 | -1%
Cc1ccc(C(=O)C2=C(O)C(=O)N(c3ncccn3)C2c2cccc(Cl)c2)o1 (stereo unspecified) | 3 | -0.3% | 6.3µM* | 11% | · | -8% | · | -1% | 4 | · | -2%
CC(C)c1nnc(NC(=O)CCC2CCCCC2)s1 | -1 | 0.3% | 0% | -5% | -7 | 2% | -22 | -1% | -7 | 4 | 0%

High-throughput results as filed in PubChem BioAssay.
